# Screening results: PubChem, several laboratories
# MITF act: activators of MITF-driven TRPM1 promoter activity in SK-MEL-5 cells. SK-MEL-5 TRPM1-promoter luciferase, 24 h; % of positive control, neutral wells = 0. activation, % at 12.5 µM. hit rate 0.75% among 300,000;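 active = mean activation of at least 80% with every replicate also reaching 80%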;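 note: 0% = neutral control wells and 100% = parthenolide positive control wells; values of inactives mirror those of a sister screen read the other way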
# SR-BI DiI inh: inhibitors of mouse SR-BI mediated HDL lipid uptake; inhibition, % at 12.5 µM; Q61009; hit rate 0.96% among 320,000; ldlA[mSR-BI] CHO cells, DiI-HDL uptake fluorescence, 3 h; AID 488896;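 active = mean replicate inhibition of at least 70% and a set share of replicates each scoring 70 or more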;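 note: 0% = median of neutral control wells and 100% = median of positive control wells; values of inactives mirror those of a sister screen read the other way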
# Wnt bcat act: activators of Wnt/beta-catenin signaling. Wnt/beta-catenin reporter cell assay, activator, plate reader. activation, % at 9.35 µM. hit rate 1.2% among 300,000; in the data active = activation above about 30%, passing the limit was not always enough;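 note: 0% = neutral control wells and 100% = positive control wells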
# dFosB activator: activators of mouse delta FosB homodimer. hit rate 0.99% among 340,000. purified delta FosB, TAMRA-CDK5 oligo fluorescence polarization; percent of positive-control signal above neutral wells. AID 493131. P13346. activation, % at 25 µM;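 active = mean activation above about 17%, with every replicate also reaching it, limit read from the data, passing the limit was not always enough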;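 note: fluorescence polarization rise as delta FosB binds a TAMRA Cdk5 AP-1 oligo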
# Rtt109 HAT inh: C. albicans Rtt109 histone acetyltransferase inhibition. Q5AAJ8. purified Rtt109/Vps75, ThioGlo CoA-SH fluorescence, 4 h. inhibition, % at 34.9 µM. hit rate 0.16% among 330,000;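 active = inhibition of at least 50% in every replicate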
# SR-BI uptake up: activators of SR-BI mediated HDL lipid uptake; CHO ldlA[mSR-BI] cells, DiI-HDL uptake fluorescence, 3 h; 100 = double the neutral-control signal; activation, % at 12.5 µM; hit rate 0.096% among 320,000; AID 504775;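 active = mean replicate activation of at least 60% and every replicate at or above 60%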;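 note: 0% = median plate neutral-control signal and 100% = twice that signal; values of inactives mirror those of a sister screen read the other way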
#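 Test system: SR-BI-overexpressing, LDLR-lacking CHO cells. Measured by: DiI fluorescence, bottom read. Medium: Ham's F12 with 0.5% BSA, HEPES 25 mM, pH 7.4. Timing: 3 h uptake period with compound, 37 °C.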
# HTR5A ag: activates human HTR5A in OPRM1-OPRD1 agonist counter-screen; HTR5A agonist assay, luminescence, cell-based; P47898; activation, % at 9.3 µM; AID 504692; hit rate 0.61% among 340,000; in the data active = activation mostly above about 9.5%, no sharp cut-off; inactive = mostly below about 7.6%;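 note: 0% = cells with vehicle only and 100% = reference agonist; strong numbers were not always called active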
# Target sequence (P47898 whole entry, looked up): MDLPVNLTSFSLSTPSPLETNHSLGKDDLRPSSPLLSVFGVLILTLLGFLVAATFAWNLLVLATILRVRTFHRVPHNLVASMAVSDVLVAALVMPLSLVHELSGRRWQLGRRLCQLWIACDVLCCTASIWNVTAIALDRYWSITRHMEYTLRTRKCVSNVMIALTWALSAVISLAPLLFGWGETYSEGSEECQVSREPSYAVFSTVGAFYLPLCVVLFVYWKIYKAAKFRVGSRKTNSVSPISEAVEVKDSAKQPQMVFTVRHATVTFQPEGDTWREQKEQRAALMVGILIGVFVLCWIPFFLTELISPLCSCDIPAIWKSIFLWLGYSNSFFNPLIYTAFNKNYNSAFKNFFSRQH
# PvdQ acylase: P. aeruginosa PvdQ acylase inhibition | purified PvdQ acylase, fluorescence plate reader | inhibition, % at 10 µM | hit rate 0.063% among 340,000 | AID 488965; in the data active = inhibition above about 30%, passing the limit was not always enough;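 note: 0% = vehicle neutral wells and 100% = reference inhibitor wells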
# CDK5 p35 inh: CDK5/p35 (human) kinase inhibition; hit rate 0.01% among 330,000; Recombinant CDK5/p35, ADP-Glo luminescence, 60 min; Q00535+Q15078; AID 488839; inhibition, % at 10 µM;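 active = highest replicate inhibition of at least 50% and at least 75% of replicates reaching 50%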;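 note: plate controls were DMSO neutral control for no effect and GW8510 at 10 µM for full effect; many of its hits are not listed in these tables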
# Target sequence (Q00535 whole entry, looked up): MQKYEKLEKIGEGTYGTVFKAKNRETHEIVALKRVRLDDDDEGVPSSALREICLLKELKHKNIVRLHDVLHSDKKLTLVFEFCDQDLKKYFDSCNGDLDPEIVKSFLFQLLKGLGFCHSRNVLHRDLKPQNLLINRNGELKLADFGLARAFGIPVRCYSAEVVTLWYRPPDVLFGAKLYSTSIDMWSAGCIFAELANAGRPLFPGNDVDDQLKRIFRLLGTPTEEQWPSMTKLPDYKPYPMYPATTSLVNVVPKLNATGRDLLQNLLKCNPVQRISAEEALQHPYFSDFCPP
# Target sequence (Q15078 whole entry, looked up): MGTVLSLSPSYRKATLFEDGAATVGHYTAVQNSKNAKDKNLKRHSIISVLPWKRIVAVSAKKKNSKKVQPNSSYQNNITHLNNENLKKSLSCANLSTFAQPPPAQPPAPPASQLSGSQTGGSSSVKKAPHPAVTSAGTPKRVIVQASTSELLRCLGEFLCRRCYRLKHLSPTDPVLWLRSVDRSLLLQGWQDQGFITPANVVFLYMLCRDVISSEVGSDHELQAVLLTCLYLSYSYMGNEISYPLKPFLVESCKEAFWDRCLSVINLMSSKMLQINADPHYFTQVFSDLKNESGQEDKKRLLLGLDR
# cardiac RTF act: increases calcium sensitivity of human cardiac regulated thin filaments. IANBD-labeled TnC RTF fluorescence at EC20 calcium; 0% EC20 calcium, 100% full calcium. activation, % at 7.2 µM. hit rate 0.24% among 340,000;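 active = activation above the mean over all tested compounds plus 3 SD, cut at about 30% in these data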;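 note: rise in fluorescence read as greater calcium sensitivity of cardiac thin filaments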
# Numbers without * were called inactive; . = not tested or not shown.
SMILES,MITF act,SR-BI DiI inh,Wnt bcat act,dFosB activator,Rtt109 HAT inh,SR-BI uptake up,HTR5A ag,PvdQ acylase,CDK5 p35 inh,cardiac RTF act
O=C(O)CCN1CC2([N+](=O)[O-])C=CC(=O)C([N+](=O)[O-])(C1)C2CC(=O)c1ccccc1 (stereo not given),-3,-22,-4,-7,12,22,-3,-7,-4.8,-1
COc1cc([N+](=O)[O-])ccc1NC(=O)CSc1ccccn1,16,18,.,-5,-8,-18,5,-4,-3.5,6
Cc1ccc(C)c(NC(=O)C(CC(=O)O)C2CCCO2)c1 (stereo not given),.,77*,0,-5,-1,-77,-3,-9,-0.9,3
O=C(NS(=O)(=O)Oc1cccc(Cl)c1Cl)OC[C@@H]1CCCN2CCCCC12 (stereo not given in full),24,-14,-7,0,.,14,-3,-8,-2.0,-9
NC(=O)c1ccsc1NC(=O)c1ccc(S(=O)(=O)N2CCCC2)cc1,27,-6,12,-24,10,6,10,16,0.8,0
Cc1ccsc1C(=CCCN1CCC[C@@H](C(=O)O)C1)c1sccc1C,-3,-7,-3,-2,1,7,-4,7,-1.2,1
Cc1ccccc1-c1nc2sc3c(c2c(=O)o1)CCC3,65,-12,0,0,-7,12,-4,1,-0.5,6
CN(C)CCN1C(=O)c2ccccc2C1=O,1,-8,0,-2,-8,8,6,4,-0.9,-5
O=C(COC(=O)/C=C/c1cccc(Br)c1)NCc1cccs1,-10,-15,-3,46*,5,15,0,1,0.2,-4
CC(C)(C)c1ccccc1N=Cc1ccc2ccccc2n1,-6,-4,-2,5,0,4,-4,3,-0.6,-7
Fc1ccc(N2CCN(Cc3cnc(Cl)s3)CC2)cc1,-8,-11,-1,-3,8,11,0,-6,1.0,3
COc1ccc(C2OCC(C)([N+](=O)[O-])CO2)cc1 (stereo not given),-1,-15,-2,7,-2,15,-3,-5,-2.8,9
CCOC(=O)c1c(C)[nH]c(C)c1C(=O)COC(=O)C1CC(=O)N(CCc2ccccc2)C1 (stereo not given),-9,15,-2,1,-4,-15,2,-11,-0.1,-4
C=CCCC(=O)N1CCC(n2nccc2NC(=O)c2ccccc2C)CC1,8,12,1,6,0,-12,6,-11,0.8,2
CC1CCCC(C)N1C(=O)COC(=O)c1c[nH]c2ccccc12 (stereo not given),23,0,7,-13,-1,0,-5,-14,0.2,-1
Cc1ccnc(NC(=O)COc2ccccc2[N+](=O)[O-])c1,25,-15,.,-5,.,15,-3,-9,-0.4,-3
CCOc1ccc(N2CC(C(=O)NC3CCCC3)CC2=O)cc1 (stereo not given),-12,.,3,-3,-1,.,-2,-8,-0.1,-5
O=S(=O)(NC(=NCc1ccccc1)c1ccccc1)c1ccc(Br)cc1,6,-3,-4,-9,7,3,4,-6,-1.7,2
O=C(NCc1nnc2n1CCCCC2)c1ccc(Cl)cc1Cl,-3,10,.,5,-5,-10,-1,-7,0.4,7
O=C(CNC(=O)c1ccc(Br)o1)NNC(=O)c1ccccc1O,-6,47,-2,7,0,-47,0,-17,-3.0,2
O=C(C=Cc1cccnc1)c1ccccc1,-42,-10,-4,2,-9,10,2,-17,1.7,3
CCC(CC)C(=O)Nc1cc([N+](=O)[O-])ccc1Cl,-13,-8,-1,7,-1,8,-2,-6,-0.6,0
CCCCC(=O)NNC(=S)NC(=O)c1ccc([N+](=O)[O-])cc1,14,-12,0,-2,11,12,3,-4,3.5,1
O=C(Nc1c(-c2ccccc2)nc2ccccn12)c1cccs1,-5,17,.,-5,-5,-17,0,-10,0.5,3
CN(CCOc1ccccc1)c1ccc(S(=O)(=O)N2CCCCC2)cn1,-2,-14,.,-6,13,14,3,13,-0.3,-5

# Part of the list above, tab-delimited.
SMILES	MITF act	SR-BI DiI inh	Wnt bcat act	dFosB activator	Rtt109 HAT inh	SR-BI uptake up	HTR5A ag	PvdQ acylase	CDK5 p35 inh	cardiac RTF act
CC(C)(C)c1ccccc1N=Cc1ccc2ccccc2n1	-6	-4	-2	5	0	4	-4	3	-0.6	-7
Fc1ccc(N2CCN(Cc3cnc(Cl)s3)CC2)cc1	-8	-11	-1	-3	8	11	0	-6	1.0	3
COc1ccc(C2OCC(C)([N+](=O)[O-])CO2)cc1 (stereo not given)	-1	-15	-2	7	-2	15	-3	-5	-2.8	9

# The list continues:
SMILES,MITF act,SR-BI DiI inh,Wnt bcat act,dFosB activator,Rtt109 HAT inh,SR-BI uptake up,HTR5A ag,PvdQ acylase,CDK5 p35 inh,cardiac RTF act
CCCC(C)NC(=O)CN1C(=O)c2cccc3cccc1c23 (stereo not given),-1,0,1,-7,-6,0,-5,-9,-1.9,-4
COc1ccccc1C(=O)NCCC(=O)NC1CCCC(C)C1C (stereo not given),-3,0,-2,-8,-1,0,-7,-10,0.7,2
COc1ccc(F)cc1S(=O)(=O)N1CC(C)CC(C)C1 (stereo not given),1,13,.,8,3,-13,4,-6,-0.3,-4
COc1cccc(-c2csc(N3CCN(C(=S)Nc4cccc(Cl)c4)CC3)n2)c1,15,79*,-1,-5,-1,-79,1,-3,-1.0,2
O=C(Oc1ccc(C(=S)N2CCOCC2)cc1Cl)c1ccccc1F,.,-3,1,-4,0,3,-2,5,1.1,-4
CCOC(=O)C(C#N)(Cc1cc(OC)cc(OC)c1)Cc1cc(OC)cc(OC)c1,-1,26,-5,-10,-12,-26,2,-17,1.0,6
CC(=O)N/C(=C\c1ccccc1)C(=O)OCC(=O)Nc1ccc(C)c(S(=O)(=O)N(C)C)c1,-13,18,-4,-12,-4,-18,0,-7,-1.2,5
CCOc1ccc(C2/C(=C(/O)c3ccc(OC)cc3)C(=O)C(=O)N2c2cc(C)on2)cc1OC (stereo not given),6,.,.,-7,8,.,-3,2,0.1,1
O=C(NCC(=O)N(c1cccc(F)c1)C(C(=O)NC1CCCC1)c1ccncc1)c1cccs1 (stereo not given),-3,-4,0,8,4,4,-4,-11,-0.3,-5
N#CC1C(=O)NC(=O)C(C#N)C12CCCC(C(F)(F)F)C2 (stereo not given),4,-4,0,-7,-12,4,1,-1,-0.4,0
Cc1ccc(NC(=O)C2CCCN(S(=O)(=O)c3cccnc3)C2)cc1C (stereo not given),-4,12,2,-4,-6,-12,-4,-25,.,1
CCC(C)(C)NC(=O)C(c1ccc(OC)cc1)N(C(=O)CCC(=O)Nc1cc(C)on1)c1ccc(F)cc1 (stereo not given),6,-2,-1,-15,3,2,-2,-6,0.3,-5
CC12CCC(=O)N1C(C(=O)Nc1ccc(S(=O)(=O)N3CCCCC3)cc1)CS2 (stereo not given),-9,-3,7,-7,-1,3,-3,-16,-0.9,-8
COc1ccc(Br)c(OC)c1C(=O)NC(=O)Nc1c(F)cccc1F,-1,16,0,-8,8,-16,-4,-14,0.9,-5
Cc1ccc(S(=O)(=O)N2CCN(C(=O)COc3ccc(Br)cc3)CC2)cc1,.,-5,-12,-9,11,5,6,-9,2.0,3
COc1ccc2nc3c(cc2c1)c(NC(=O)C1CCCO1)nn3CC(C)C (stereo not given),34,.,13,8,-44,.,0,7,28,1
CN(CC(=O)Nc1ccccc1Br)C(=O)c1cccn1C,4,-9,-3,-2,-1,9,1,-16,1.6,-4
COc1ccc(C2(CCN=Cc3ccc(N(C)C)cc3)CCOC(C)(C)C2)cc1 (stereo not given),12,21,1,-10,8,10,1,-2,0.6,6
CN(C(=O)Cn1cccc1C1=NC(c2ccccc2)CO1)c1ccccc1 (stereo not given),2,8,2,-11,6,-8,0,9,0.5,-7
COc1ccc(CNC(=O)CCSCc2cccc(Cl)c2)c(OC)c1,-5,33,3,-4,4,-33,0,-3,0.2,9
O=c1n(Cc2ccc(F)cc2)nc2n1-c1ccccc1SC2,37,2,26,2,1,-2,-5,-6,0.5,8
CCCCN1C(=O)C(NC(=O)C2CC2)(C(F)(F)F)C2=C1CC(C)(C)CC2=O (stereo not given),.,3,-5,0,-5,-3,-7,-4,2.1,11
COc1c2c(nc3occc13)C(CC=C(C)C)(OC)C(=O)C=C2 (stereo not given),2,1,-1,-2,-1,-1,3,-7,1.9,-2
Cc1onc(C(=O)N2CCN(Cc3ccccc3)CC2)c1[N+](=O)[O-],-5,-9,2,3,2,9,1,-16,0.6,-1
CCOC(CNC(=O)C(=O)Nc1cc2c3c(c1)CC(=O)N3CCC2)OCC,1,19,1,-6,8,-19,4,-13,0.6,9
# (list continues)
SMILES,MITF act,SR-BI DiI inh,Wnt bcat act,dFosB activator,Rtt109 HAT inh,SR-BI uptake up,HTR5A ag,PvdQ acylase,CDK5 p35 inh,cardiac RTF act
COc1ccc(/C=N/n2cnnc2SCc2ccc(OC)cc2)cc1,7,-7,0,-1,15,7,3,20,0.6,-7
COc1cccc(CNC(=O)Cn2cccc2C(=O)c2ccccc2C)c1,6,2,2,-5,-2,-2,0,-16,-1.2,1
Cc1ccc(CCNC(=O)c2cc(-c3ccncc3)nc3ccccc23)cc1,2,.,5,-16,2,.,-3,-14,1.5,-1
O=C(CCCc1cccs1)Nc1nc2c(s1)CCCC2,.,17,.,-8,-1,-17,0,0,0.3,4
Cc1ccc(C)c(S(=O)(=O)N2CCN(CC(=O)NC(=O)NCc3ccccc3)CC2)c1,.,27,-8,-14,-1,-27,2,-12,-1.1,-1
CCCCn1c(SCC(N)=O)nc2ccc(N3CCOCC3)cc2c1=O,.,16,-8,0,4,-16,5,-11,0.0,3
Cc1ccc(NC(=O)C2CCCC2)cc1Cl,3,2,1,-2,2,-2,-1,6,-0.9,-3
COc1cc(S(=O)(=O)N2CCCN(C)CC2)ccc1NC(C)=O,7,-11,-1,-5,-5,11,2,-9,-0.5,0
CCOC(=O)N1CCN(C(=O)CN(c2cccc(C(F)(F)F)c2)S(C)(=O)=O)CC1,-8,-3,4,-2,11,3,-1,2,1.6,0
O=C(Cn1nnc(-c2ccccc2)n1)OCc1ccccc1,-6,3,-2,-1,8,-3,-4,-9,0.2,-6
CCN(CC)CCn1c(NCc2cc(OC)ccc2OC)nc2ccccc21,4,-7,.,-6,10,7,.,-15,0.5,11
COc1cc(C2NC(=O)NC(C)=C2C(=O)OC(C)(C)C)ccc1OCC(=O)O (stereo not given),-8,-7,.,-3,0,7,-1,-3,1.3,6
Cc1cc(=O)oc2cc(OCC(=O)OCC(=O)Nc3ccc(C(C)C)cc3)ccc12,16,-21,7,6,.,21,3,-7,2.7,-7
O=C(Nc1ccc(C(=O)O)cc1)Nc1cccc2ccccc12,6,1,-1,4,-4,-1,1,-13,0.8,-5
CNCc1ccccc1Sc1cccc2ccccc12,0,8,.,-6,4,-8,-2,8,1.3,-5
Cc1cc(Cl)ccc1Oc1cccc(C(=O)/C(C#N)=C/N(C)C)c1,-9,-25,-1,-12,23,25,5,-8,-0.3,-2
CCCCCNC(=O)C1c2ccccc2Oc2ccccc21,0,6,-1,3,.,-6,9,-12,-1.9,5
COc1ccc(S(=O)(=O)Nc2ccccc2C(=O)NCc2cccnc2)cc1C,5,4,-2,0,6,-4,2,-2,-1.7,-9
Cc1nc2ccccn2c(=O)c1NC(=O)c1cccs1,-10,-24,-4,1,0,24,6,-16,-0.9,4
CC1(C)CC(=O)C2=C(C1)N(Cc1cccnc1)C(=O)C2(NC(=O)c1cccnc1)C(F)(F)F (stereo not given),.,-15,1,4,-16,15,0,-6,-2.0,5
CCN1C[C@@H]2[C@@H]3C(=O)N(Cc4ccccc4)C(=O)[C@@H]3[C@](C)(C1=O)N2C(=O)c1ccc(Cl)cc1,-6,-29,-3,-1,-5,29,4,-8,-1.0,-5
